# Polio RdRp inh = poliovirus RNA polymerase inhibition | AID 588519 | % elongation, % (compound at 16.7 µg/mL) | P03300 | poliovirus polymerase elongation, fluorescence polarization; active compounds read low | 0.66% of 150,000 active; in the data active = % elongation below about 90%; also: some results filed as inactive read as strong as hits
# Target sequence (P03300 1749-2209 limits assumed): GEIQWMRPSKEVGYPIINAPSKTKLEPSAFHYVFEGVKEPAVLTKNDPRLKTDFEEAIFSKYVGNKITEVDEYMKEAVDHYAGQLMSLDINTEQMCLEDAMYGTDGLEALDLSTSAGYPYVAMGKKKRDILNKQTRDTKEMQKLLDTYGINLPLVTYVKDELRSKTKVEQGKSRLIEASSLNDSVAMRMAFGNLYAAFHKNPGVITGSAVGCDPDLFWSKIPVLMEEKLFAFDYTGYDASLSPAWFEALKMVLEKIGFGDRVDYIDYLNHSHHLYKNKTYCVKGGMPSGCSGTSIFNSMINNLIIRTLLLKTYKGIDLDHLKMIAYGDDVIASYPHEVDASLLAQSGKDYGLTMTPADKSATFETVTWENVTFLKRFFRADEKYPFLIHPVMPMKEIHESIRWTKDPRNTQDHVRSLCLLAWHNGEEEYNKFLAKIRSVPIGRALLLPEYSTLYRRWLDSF
# Polio RdRp inh FP z-score = also measured in Polio RdRp inh; calls as there; z-score; measured here: FP z-score; hits read low
# The depositor's hits bear a star; & = joins results of further samples. The list is partial (hit frequency here may not be typical).
canonical_smiles	Polio RdRp inh	Polio RdRp inh FP z-score
Cc1ccc(C(=O)C(CC(=O)Nc2ccc(F)c(F)c2)c2nc3ccccc3[nH]2)cc1 (configuration not stated)	103	0.3
CON(C)CC(=O)Nc1cc(Cl)cc(Cl)c1	108	0.7
Cc1cccc(N2CCN(C(=O)c3ccc(NC(N)=O)cc3)CC2C)c1 (configuration not stated)	101	-0.3
O=C(NC1CC(=O)N(c2ccccc2)C1)c1cc2ccccc2o1 (configuration not stated)	111	1
Cc1ccc(C)c(NC(=O)n2ncc3cc(Cl)ccc32)c1	109	0.3
CCc1ccc(NC(=O)c2noc3ncnc(N4CCCC4)c23)cc1	102	0.6
CCOC(=O)Oc1ccc2oc(=O)cc(C)c2c1	101	-0.1
O=C(c1ccc(F)cc1)n1nc(-c2cccnc2)nc1NCc1ccc(F)cc1	104	-0.6
CC[C@@H]1/C=C(\C)C[C@H](C)C[C@H](OC)[C@H]2O[C@@](O)(C(=O)C(=O)N3CCCC[C@H]3C(=O)O[C@H](/C(C)=C/[C@@H]3CC[C@@H](O)[C@H](OC)C3)[C@H](C)[C@@H](O)CC1=O)[C@H](C)C[C@@H]2OC	99&100	-0.7&0.1
CC(C)S(=O)(=O)c1csc(C(=O)O)c1	104	0.7
CCc1ccccc1Nc1nc2ccccc2[nH]1	100	-0.4
O=C(O)c1c2c(nc3ccc(S(=O)(=O)N4CCC(C(=O)NC5CCCC5)CC4)cc13)CCCCC2	101	-0.3
COC(=O)C(F)(Sc1c[nH]c2ccccc12)C(F)(F)F (configuration not stated)	101	-0.2
COc1ccc(-n2ncc3c(N4CCN(c5cccc(C)c5)C(C)C4)ncnc32)cc1 (configuration not stated)	109	0.8
COc1ccccc1N1CCN(C(=O)c2nc(-c3ccc(C)cc3)n3c2CCCCC3)CC1	109	0.6
CSc1nc(NCCOC(C)=O)c(C#N)c(-c2ccc(C(C)(C)C)cc2)n1	99	-1.8
N#Cc1cc2c(nc1SCC(=O)Nc1ccc(F)cc1)CCCC2=O	101	0.1
CCCCC(CC)CSc1nc2ncccc2[nH]1 (configuration not stated)	101	-0.2
Cc1nnc(SCCCn2c(N3CC(C)OC(C)C3)nc3c2c(=O)[nH]c(=O)n3C)s1 (configuration not stated)	104	0.8
CCOC(=O)c1c(S(=O)(=O)N2CCCC(C(=O)NCc3ccccc3Cl)C2)c(C)n(C)c1C (configuration not stated)	104	-0.4
CCOc1ccc(NC(=O)CC2C(=O)NCCN2C(=O)c2ccccc2)cc1 (configuration not stated)	102	0.7
Cc1ccccc1NC(=O)CC(C(=O)O)N(C)C (configuration not stated)	100	-0.4
CCCn1c(=O)n(C)c(=O)c2c(SCC(=O)NCC3CCCO3)nc(C(C)(C)C)nc21 (configuration not stated)	98	-1.1
C=CCSc1nc2c(c(=O)[nH]1)C(c1ccccc1)C1=C(CCCC1=O)N2 (configuration not stated)	102	0.1
NC(=O)N/N=C1/C=C(c2ccccc2)C(O)(c2ccccc2)C1 (configuration not stated)	108	0.6
Cc1ccc(-c2cc(-c3coc4ccccc4c3=O)c3c(n2)-c2cc(Cl)ccc2OC3)cc1	107	0.6
CCC(=O)Oc1cc(C(C)(C)C)cc2cc(-c3nc(-c4ccc(OC)cc4OC)no3)c(=O)oc12	122	0.7
Cc1nccc2[nH]c(=O)c(C(=O)NC(C)CCc3ccccc3)cc12 (configuration not stated)	101	-0.3
CCn1cc(S(=O)(=O)c2ccccc2)c(=O)c2cc(F)c(N3CCCC3)cc21	110	0.7
CC1(C)S[C@@H]2[C@H](NC(=O)[C@@H](N)c3ccc(O)cc3)C(=O)N2[C@H]1C(=O)O	101	0.2

# (listing goes on)
canonical_smiles	Polio RdRp inh	Polio RdRp inh FP z-score
O=C1CCCN1CCCNc1nc(-c2ccccc2)no1	102	0.9
COCCn1c(SCc2ccncc2)nc2ccccc2c1=O	103	0.4
CC(C)Oc1ccc(CNC(=O)C2CCCN(S(=O)(=O)N(C)C3CCCCC3)C2)cc1 (configuration not stated)	101	-0.4
Cc1ccc(OCC(=O)Nc2cc(-c3nc4ccccc4[nH]3)ccc2C)c(C)c1	101	-1.1
O=C1c2ccccc2C(=O)N1CCC1=NCCc2ccccc21	102	0.2
Cc1noc(C)c1CCC(=O)Nc1ccc(Br)cc1Cl	105	0.2
CC(=O)N1CCN(C(=O)c2nn(Cc3ccccc3)c(=O)c3ccccc23)CC1	99	-0.8
Cc1cc(C(F)(F)F)c2c(C)nn(CCc3nn[nH]n3)c2n1	106	0.3
Cc1ccccc1N(C(=O)CCc1c(C)noc1C)c1nc2ccccc2s1	103	0.2
CN(C)c1ccc(N/C=C(\C#N)c2nc3ccccc3[nH]2)cc1	103	0.7
CCCNC(=O)c1ccc(Cn2c(=O)c3cccn3c3cccnc32)cc1	107	0
O=C(Cn1nc(Cc2cccnc2)c2ccccc2c1=O)N1CCCC1	102	0.3
Cc1nc2[nH]n(-c3ccccc3)c(=O)c2c(C)c1CCC(=O)Nc1ccccc1	104	2
Nc1c(C(=O)c2ccc(Cl)s2)sc2c1c(=O)[nH]c(=O)n2Cc1cccs1	102	-0.1
CC(CC(=O)NC1CCCC1)CC1=NS(=O)(=O)c2ccccc2N1 (configuration not stated)	102	0.8
Cc1cccc(C)c1NC(=O)CCCN1C(=O)CCn2nc(-c3cn(C)c4ccccc34)cc21	110	0.9
COc1ccc(CCNC2CC(=O)N(C3CCCCC3)C2=O)cc1OC (configuration not stated)	101	0.5
CN1C(=O)C(O)(CC(=O)/C=C/c2ccco2)c2ccccc21 (configuration not stated)	105	0.7
COc1ccccc1CNC(=O)c1ccc(CS(=O)c2ccccc2Cl)o1 (configuration not stated)	111	0.9
CCOc1ccc(-c2nnc(SCC(=O)Nc3cccc(OC)c3)nc2-c2ccc(OCC)cc2)cc1	105	-0.7
Cc1ccc(NS(=O)(=O)c2ccc3[nH]c4c(c3c2)CCCCCC4)cc1Cl	111	0.8
CCOC(=O)N1CCN(S(=O)(=O)c2ccc(C)cc2)C1C(C)C (configuration not stated)	105	1.1
COC(=O)C1=CO[C@@H](C)[C@@H]2CN3CCc4c([nH]c5ccccc45)C3C[C@H]12 (some centres not stated)	100	0.1
Cc1nnc(NC(=O)CN2C(=O)c3cccnc3Sc3ccccc32)s1	103	0.3
CCCOc1ccc(-c2nc(OCC)c3ccccc3n2)cc1	103	0.4
COCCn1c(-c2ccccc2)cnc1N	106	0.7
C/C(=N\N(C)c1ccccc1)C1=C(O)CC(C)(C)CC1=O	102	0.3
O=C(NCC1CCCO1)c1ccc(CSc2ncn[nH]2)cc1 (configuration not stated)	102	-0.1
CCOc1ccc(Nc2cc(C(=O)NCc3ccc(F)cc3)c3ccccc3n2)cc1	102	0.1
CCc1cccc2nc(SC(CC)C(=O)NN)n(-c3ccc(OC)cc3)c(=O)c12 (configuration not stated)	102	-0.1

# Reformatted: entries from further up.
# Sequence of screens – Polio RdRp inh, Polio RdRp inh FP z-score
> Nc1c(C(=O)c2ccc(Cl)s2)sc2c1c(=O)[nH]c(=O)n2Cc1cccs1
    102, -0.1
> CC(CC(=O)NC1CCCC1)CC1=NS(=O)(=O)c2ccccc2N1 (configuration not stated)
    102, 0.8
> Cc1cccc(C)c1NC(=O)CCCN1C(=O)CCn2nc(-c3cn(C)c4ccccc34)cc21
    110, 0.9
> COc1ccc(CCNC2CC(=O)N(C3CCCCC3)C2=O)cc1OC (configuration not stated)
    101, 0.5
> CN1C(=O)C(O)(CC(=O)/C=C/c2ccco2)c2ccccc21 (configuration not stated)
    105, 0.7
> COc1ccccc1CNC(=O)c1ccc(CS(=O)c2ccccc2Cl)o1 (configuration not stated)
    111, 0.9
> CCOc1ccc(-c2nnc(SCC(=O)Nc3cccc(OC)c3)nc2-c2ccc(OCC)cc2)cc1
    105, -0.7
> Cc1ccc(NS(=O)(=O)c2ccc3[nH]c4c(c3c2)CCCCCC4)cc1Cl
    111, 0.8
> CCOC(=O)N1CCN(S(=O)(=O)c2ccc(C)cc2)C1C(C)C (configuration not stated)
    105, 1.1
> COC(=O)C1=CO[C@@H](C)[C@@H]2CN3CCc4c([nH]c5ccccc45)C3C[C@H]12 (some centres not stated)
    100, 0.1
> Cc1nnc(NC(=O)CN2C(=O)c3cccnc3Sc3ccccc32)s1
    103, 0.3
> CCCOc1ccc(-c2nc(OCC)c3ccccc3n2)cc1
    103, 0.4
> COCCn1c(-c2ccccc2)cnc1N
    106, 0.7
> C/C(=N\N(C)c1ccccc1)C1=C(O)CC(C)(C)CC1=O
    102, 0.3
> O=C(NCC1CCCO1)c1ccc(CSc2ncn[nH]2)cc1 (configuration not stated)
    102, -0.1

# (listing goes on)
canonical_smiles	Polio RdRp inh	Polio RdRp inh FP z-score
Cc1ccc2nc(-c3ccc(N=Cc4c[nH]c5ccccc45)cc3)sc2c1	107	0.5
CCOC(=O)c1cnc2ccccc2c1NCC(C)O (configuration not stated)	94	-2.5
O=c1[nH]c2sc3c(c2c2ncnn12)CCCC3	102	0.7
COc1cccc(NC(=S)Nc2ccc(S(N)(=O)=O)cc2)c1	99	-0.7
COc1cccc(NC(=O)CSc2nc(=O)n(Cc3cccnc3)c3c2CCC3)c1	108	0.4
CCSc1nnc(NC(=O)c2cccn(Cc3ccc(Cl)cc3)c2=O)s1	110	0.5
COc1ccc(-c2cc(C(F)(F)F)nc(SCCC(=O)Nc3ccc(F)cc3F)n2)cc1	103	-0.1
N=c1c[n+](-c2ccc(Cl)cc2)[n-]o1	100	-0.1
COc1cccc(-c2nc(CS(=O)(=O)CC(=O)Nc3ccccc3C)c(C)o2)c1	103	0.7
O=C(COC(=O)/C=C/c1ccccc1)Nc1c(F)cccc1F	104	1.2
Cc1cc(C)cc(-n2c(SCC(=O)NCC3CCCO3)nc3c(c2=O)SC(C)C3)c1 (configuration not stated)	101	0.2
O=C(CCCN1CC=C(n2c(=O)[nH]c3ccccc32)CC1)c1ccc(F)cc1	101&97	0.2&-0.6
COC(=O)C(CCSC)NC(=O)c1cc2c(n(-c3ccc(OC)cc3)c1=O)CC(C)(C)CC2=O (configuration not stated)	107	0.4
CN1CCN(C(=O)CCc2nc(-c3ccccn3)no2)CC1	101	-0.1
Cc1ccc(SCc2cc(=O)[nH]c(N3CCCCC3)n2)cc1	106	1.4
COc1ccc(C(CC(=O)NC2CCCC2)NS(=O)(=O)c2ccc(C)cc2)cc1 (configuration not stated)	105	1.3
CCCN(CCC)CC(O)CN1C(=O)N(CN2C(=O)N(CC(O)CN(CCC)CCC)C(=O)C2(C)C)C(C)(C)C1=O (configuration not stated)	102	0.1
CC(=O)Nc1cccc(NC(=O)Cn2cnc3c2c(=O)n(C)c(=O)n3C)c1	108	0.4
Cc1cc(C(=O)COC(=O)/C=C/c2ccco2)c(C)n1-c1ccc(F)cc1	98	-0.8
OC(CNCc1ccccc1)Cn1c2ccc(Cl)cc2c2cc(Cl)ccc21 (configuration not stated)	102	0.1
COC(=O)c1cnc(NCCCN2CCOCC2)c2ccccc12	100	-0.5
O=C(O)Cc1sc(Nc2ccc(C(=O)O)cc2)nc1-c1ccccc1	104	0.1
CCCn1c(N)c(C(=O)CN2c3ccccc3CC2C)c(=O)n(C)c1=O (configuration not stated)	102	0
O=C(C1CCC(CNS(=O)(=O)c2ccccc2)CC1)N1CCCC1 (configuration not stated)	99	-0.5
O=C1CCC(=O)N1c1ccc(CSc2nnnn2C2CCCCC2)cc1	103	0.8
O=S(=O)(NCC(c1ccccc1)N1CCc2ccccc21)c1ccc(Cl)cc1 (configuration not stated)	108	0.1
O=C(/C=C\c1ccccc1)Nc1ccc(-c2cn3cccnc3n2)cc1	105	1.1
CC(C)(C)OC(=O)N1CCc2c(sc(N)c2C#N)C1	101	-0.2
Cc1ccc(S(=O)(=O)n2nc(-c3ccccc3)nc2NCc2ccc(Cl)cc2)cc1	106	0.2
CCN(C(=O)COc1ccccc1C#N)C12CC3CC(CC(C3)C1)C2	100	-0.2

# Sorted by molar mass (highest first): part of the list above
canonical_smiles	Polio RdRp inh	Polio RdRp inh FP z-score
CCCN(CCC)CC(O)CN1C(=O)N(CN2C(=O)N(CC(O)CN(CCC)CCC)C(=O)C2(C)C)C(C)(C)C1=O (configuration not stated)	102	0.1
Cc1ccc(S(=O)(=O)n2nc(-c3ccccc3)nc2NCc2ccc(Cl)cc2)cc1	106	0.2
COc1ccc(C(CC(=O)NC2CCCC2)NS(=O)(=O)c2ccc(C)cc2)cc1 (configuration not stated)	105	1.3

# The list goes on.
canonical_smiles	Polio RdRp inh	Polio RdRp inh FP z-score
CCOc1ccc(CCNC(=O)c2cc3oc4ccccc4c3n2CC)cc1OCC	102	0.1
CCOC(=O)c1ccc(Nc2c(-c3ccc(O)cc3)nc3nc[nH]n23)cc1	103	-0.5
CCc1cc(CC)c(CO)c(CC)c1CO	98	-0.8
CCN(CC)C(=O)Nc1cccc(Cl)c1	101	0.2
CCOC(=O)C1CCCN(c2c(C(=O)c3ccc(OCC)cc3)cnc3ccccc23)C1 (configuration not stated)	106	-0.1
CN(Cc1ccccc1)S(=O)(=O)c1ccc(C(=O)Nc2ccc(-c3nc4ccccc4[nH]3)cc2)cc1	103	0.3
O=C(NC12CCC(O)C(SC1)/C2=N/O)c1ccccc1 (configuration not stated)	103	0.3
O=C(O)Cc1cc(=O)n(C2CCS(=O)(=O)C2)[nH]1 (configuration not stated)	102	0.2
COCCCNc1oc(/C=C/c2cc(OC)c(OC)c(OC)c2)nc1C#N	110	0.4
CC(=O)S[C@@H]1CC2=CC(=O)CC[C@]2(C)[C@H]2CC[C@@]3(C)[C@@H](CC[C@@]34CCC(=O)O4)[C@H]12	96	-1
COC(=O)C1C(=O)c2c(n[nH]c2C)CC1(C)C (configuration not stated)	103	0.9
CC(C)OC(=O)c1cc2c(ccn2-c2ccc(F)cc2)n1CC(=O)Nc1ccc2c(c1)OCO2	101	-0.4
CCn1c(CN2CCCCC2)nc2cc(NC(=O)c3cc(OC)c(OC)c(OC)c3)ccc21	103	0
COc1ccc(N2CCN(C(=O)CN3C(=O)CSc4c3c(C)nn4-c3ccccc3)CC2)cc1	114	1.9
NC(=O)COC(=O)c1ccc2ccccc2n1	101	-0.7
Cc1cc(C)cc(OCC(=O)N(Cc2cccs2)c2ccc(Cl)cc2)c1	107	0
O=C1CC(c2ccccc2Cl)Sc2ccccc2N1 (configuration not stated)	99	-0.6
O=C(c1cnn(-c2ccc(F)cc2)c1-n1cccc1)N1CCN(c2cccc(Cl)c2)CC1	110	0.7
